Screening data from PubChem.
NadD block: blocks S. aureus nicotinate mononucleotide adenylyltransferase; purified NadD enzyme, colorimetric absorbance read-out; inhibition, % at 20 µM; actives 0.78% (n = 360,000); AID 602399; in the data active = inhibition above about 26%; also: some compounds past the cut are filed as inactive
STEP inh: inhibitors of human striatal-enriched phosphatase STEP. P54829. recombinant STEP, OMFP fluorogenic substrate, fluorescence. inhibition, % at 20 µM. actives 0.25% (n = 360,000). AID 588621;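 active = inhibition at 20 µM, scaled per plate between control wells, above about 37%, limit read from the data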;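 also: 0% = DMSO with enzyme and substrate and 100% = substrate only without enzyme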
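System: isolated STEP enzyme; schedule: 20 min enzyme reaction at room temperature, protected from light; medium: Bis-Tris buffer pH 6.0, 2.5 mM DTT, 0.005% Tween 20; signal: fluorescence, 480/540 nm; dosing: single compound dose of 20 µM, 1% DMSO final; also added: OMFP substrate, 25 µM final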
PABP1 MLLE inh: blocks PAM2 peptide binding to the PABP1 MLLE domain; P11940; GST-MLLE / FITC-PAM2 fluorescence polarization; inhibition, % at 20 µM; actives 0.36% (n = 360,000); in the data active = inhibition above about 35%, passing the limit was not always enough;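 also: plate controls were DMSO wells with GST-MLLE for no effect and wells lacking GST-MLLE protein for full effect; some results filed as inactive read as strong as hits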
Target sequence (P11940 whole entry, looked up, the tested form may be a part): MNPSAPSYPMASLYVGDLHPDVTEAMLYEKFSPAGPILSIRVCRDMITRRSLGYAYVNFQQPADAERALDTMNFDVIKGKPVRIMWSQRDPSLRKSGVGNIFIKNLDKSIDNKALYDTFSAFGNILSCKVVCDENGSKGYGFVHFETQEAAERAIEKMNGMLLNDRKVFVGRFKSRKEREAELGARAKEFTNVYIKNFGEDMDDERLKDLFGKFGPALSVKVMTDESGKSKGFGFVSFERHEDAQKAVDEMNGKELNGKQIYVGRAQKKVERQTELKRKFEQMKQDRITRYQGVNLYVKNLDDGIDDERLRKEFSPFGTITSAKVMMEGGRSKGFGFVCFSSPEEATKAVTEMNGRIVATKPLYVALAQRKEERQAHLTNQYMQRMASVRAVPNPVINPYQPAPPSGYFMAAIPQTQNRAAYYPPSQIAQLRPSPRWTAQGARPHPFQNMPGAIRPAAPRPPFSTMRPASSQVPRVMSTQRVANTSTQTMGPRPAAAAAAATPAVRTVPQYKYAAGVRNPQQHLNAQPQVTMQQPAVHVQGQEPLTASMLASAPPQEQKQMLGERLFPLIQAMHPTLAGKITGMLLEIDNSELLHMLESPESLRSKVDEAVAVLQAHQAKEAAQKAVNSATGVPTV
Scp-1 inhibitor: blocks human Scp-1 phosphatase activity; Recombinant Scp1, phosphopeptide, malachite green phosphate absorbance; Q9GZU7; actives 0.88% (n = 340,000); inhibition, % at 20 µM;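 active = inhibition above about 50% at 20 µM, limit read from the data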;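 also: plate controls were DMSO wells with enzyme for no effect and wells lacking enzyme for full effect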
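Test system: SCP-1 catalytic domain; Buffer or medium: Acidic Tris acetate buffer with magnesium and detergent; Also added: Phosphorylated 17-residue peptide substrate; Compound: single 20 µM dose, 1% DMSO; Schedule: enzyme reaction 45 min at room temperature, colour 5 min, stabilisation 30 min; Signal: Phosphate-binding colour reagent, absorbance read at 630 nm.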
SUMO1 PPI mod: modulators of human SUMO1-mediated protein-protein interactions; P63165; SUMO1 binding to a labelled peptide, TR-FRET, 1 h; inhibition, % at 20 µM; actives 0.33% (n = 360,000); AID 602429; in the data active = inhibition above about 37%
Target sequence (P63165 whole entry, looked up): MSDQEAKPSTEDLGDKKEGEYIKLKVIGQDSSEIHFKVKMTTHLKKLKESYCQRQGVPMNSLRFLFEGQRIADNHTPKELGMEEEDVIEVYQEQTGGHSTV
LMPTP inh: LMPTP (human) inhibition; P24666; recombinant LMPTP-A, OMFP fluorogenic substrate, fluorescence intensity; inhibition, % at 20 µM; actives 0.22% (n = 360,000);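 active = compounds that cut the enzyme signal by at least half of the control window in the single-dose screen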;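 also: plate controls were DMSO wells with enzyme plus substrate for no effect and substrate without enzyme for full effect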
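Assay system: LMPTP-A, protein tyrosine phosphatase of low molecular weight / Medium: pH 6.0 Bis-Tris buffer with DTT and Triton X-100 / Schedule: 50 min enzyme reaction at room temperature, protected from light / Measured by: endpoint fluorescence intensity from OMFP dephosphorylation / Read-out basis: % inhibition relative to no-enzyme and uninhibited control wells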
Tb MetRS inh: Trypanosoma brucei MetRS inhibition; purified T. brucei MetRS, ATP depletion, Kinase-Glo luminescence; inhibition, % at 11.9 µM; actives 0.4% (n = 360,000);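 active = inhibition above a per-plate cutoff of the control wells' mean inhibition plus 3 SD, cut at about 5.5% in these data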;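 also: 0% = DMSO wells median and 100% = median of wells with control inhibitor compound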
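Material: T. brucei methionyl-tRNA synthetase, purified; reagent: substrates ATP, L-methionine and bulk Escherichia coli tRNA; dosing: 11.9 µM single point; timing: 15 min plus 2 h at 25 °C; detection: luminescence of leftover ATP; evaluation: % inhibition; control set: DMSO-only wells as low control; replicates: singlicate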
CSN inh: inhibitors of human CSN-mediated cullin deneddylation. Q92905. Purified CSN, SCF-Nedd8-OG deneddylation, fluorescence polarization. inhibition, % at 12.5 µM. actives 0.38% (n = 360,000). AID 651999;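 active = pattern-corrected inhibition above about 35%, with an unprinted fluorescence ratio check between 0.5 and 1.5, limit read from the data, passing the limit was not always enough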;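 also: 0% = enzyme with substrate and 100% = substrate without enzyme; some results filed as inactive read as strong as hits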
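Assay system: purified human Csn5 enzyme expressed in HEK293T cells; measure: % inhibition; also added: SCFSkp2-Nedd8OG substrate at 10 nM final; technique: fluorescence polarization; times: reaction 90 min, room temperature; medium: Tris buffer pH 7.5, NaCl, DTT, Tween-20, trehalose, ovalbumin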
Rpn11 inh: Rpn11 (human) deubiquitinase inhibition; human 26S proteasome, Ub4-pepOG fluorescence polarization; 20S core pre-blocked with epoxomicin; O00487; actives 0.59% (n = 360,000); calls only at 20 µM;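 active = inhibition at 20 µM, scaled to each plate's controls, above about 33%, limit read from the data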
Target sequence (O00487 whole entry, looked up): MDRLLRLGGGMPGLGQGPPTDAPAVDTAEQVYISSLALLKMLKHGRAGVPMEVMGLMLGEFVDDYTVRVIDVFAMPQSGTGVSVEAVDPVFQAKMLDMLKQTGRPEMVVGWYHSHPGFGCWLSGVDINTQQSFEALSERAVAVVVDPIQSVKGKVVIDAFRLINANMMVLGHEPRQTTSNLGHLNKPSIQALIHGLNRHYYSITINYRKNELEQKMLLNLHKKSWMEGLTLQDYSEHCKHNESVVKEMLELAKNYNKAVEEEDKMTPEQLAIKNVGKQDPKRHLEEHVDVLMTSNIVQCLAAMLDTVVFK
DNMT1 block: blocks human DNA methyltransferase DNMT1. P26358. DNMT1 molecular beacon, Hinp1I cleavage, fluorescence. inhibition (reported as % activation of signal), % at 10 µM. actives 0.83% (n = 360,000). AID 588458; in the data active = inhibition above about 50%
Numbers without * were called inactive; i = inactive; / = not tested or not shown.

1) COc1ccc(O)c(-c2[nH]ncc2C(=O)c2ccccc2)c1
2) O=C(Nc1nc(-c2ccc(-c3ccccc3)cc2)cs1)C1=COCCO1
3) Cc1ccc(-c2csc(NCCn3c(C)nc4cc(C(F)(F)F)ccc43)n2)cc1
4) CC(C)c1ccccc1OCC(=O)NN1C(=O)c2ccccc2C1=O
5) COc1cc(Cl)ccc1OC1(C)CCN(Cc2ccc(SC)cc2)C1 (stereo not given)
6) O=C(CN1CCN(C2CCCCC2)CC1)Nc1ccccc1N1CCCCC1
7) Cc1nn(-c2ccccc2)c(C)c1C(=O)OCC(N)=O
8) COC(=O)c1ccc(C(=O)OC)c(NC(=S)N2CCCCC2)c1
Assay by compound	1	2	3	4	5	6	7	8
Rpn11 inh	i	i	i	i	i	i	i	i
NadD block	0	-9	1	-5	-6	-2	-3	-2
Tb MetRS inh	0.2	-0.5	-0.3	-0.7	-0.2	-0.2	-0.6	-0.5
Scp-1 inhibitor	-3	-7	-8	-5	/	-2	-3	-5
DNMT1 block	-1	38	-11	4	4	-2	5	-1
LMPTP inh	0.6	0.2	2.5	1.3	-0.1	-1.0	0.7	-3.1
STEP inh	1	-3	1	2	2	0	2	-1
CSN inh	7	-1	-3	7	1	-6	-4	6
PABP1 MLLE inh	-8	1	7	4	7	-14	-10	-15
SUMO1 PPI mod	0	2	-1	4	0	-1	1	-2

2 entries from above, as labelled records.
1	COc1ccc(O)c(-c2[nH]ncc2C(=O)c2ccccc2)c1
  Rpn11 inh = i | NadD block = 0 | Tb MetRS inh = 0.2 | Scp-1 inhibitor = -3 | DNMT1 block = -1 | LMPTP inh = 0.6 | STEP inh = 1 | CSN inh = 7 | PABP1 MLLE inh = -8 | SUMO1 PPI mod = 0

5	COc1cc(Cl)ccc1OC1(C)CCN(Cc2ccc(SC)cc2)C1 (stereo not given)
  Rpn11 inh = i | NadD block = -6 | Tb MetRS inh = -0.2 | Scp-1 inhibitor = / | DNMT1 block = 4 | LMPTP inh = -0.1 | STEP inh = 2 | CSN inh = 1 | PABP1 MLLE inh = 7 | SUMO1 PPI mod = 0

Next section.
9) CCCCc1ccc(C(=O)NC(C(=O)O)C(C)C)cc1 (stereo not given)
10) Cc1cccnc1C(NC(=O)C1CCN(Cc2cn(C)c3ccccc23)CC1)c1ccc(Cl)cc1 (stereo not given)
11) COCC(C)Nc1ccc(S(=O)(=O)N2CCCC2)cc1[N+](=O)[O-] (stereo not given)
12) S=C(Nc1cccc2ccccc12)NC1CCCCC1
13) Cc1ccc(N(C(C)C(=O)O)S(=O)(=O)c2c(C)[nH]c(=O)[nH]c2=O)cc1 (stereo not given)
14) COC(=O)c1sccc1S(=O)(=O)Nc1ccc(Cl)cc1
15) Cc1cc(C)n(-c2nc3c(c(=O)[nH]c(=O)n3C)n2CCc2ccccc2)n1
16) Cc1ccc(O)c(C2=NCCNC(C(F)(F)C(F)F)=C2)c1
Assay by compound	9	10	11	12	13	14	15	16
Rpn11 inh	i	i	i	i	i	i	i	i
NadD block	-2	3	-7	6	11	-5	-6	1
Tb MetRS inh	-0.2	-0.3	0.0	-0.9	-0.5	-0.5	-1.4	-0.1
Scp-1 inhibitor	-3	/	-2	1	-2	-6	-9	-6
DNMT1 block	0	-4	-4	-5	0	0	1	-3
LMPTP inh	-1.3	0.6	-0.9	-0.6	-0.1	-0.5	-1.7	-1.7
STEP inh	-1	-2	-2	-1	0	3	-1	-2
CSN inh	1	3	1	-2	-4	-2	3	-1
PABP1 MLLE inh	-12	2	-9	1	-2	1	-5	12
SUMO1 PPI mod	3	4	-17	-5	3	1	-1	-8

17) CCO[C@H]1OC(C(=O)N2CCOCC2)=C[C@@H](c2cn(C(C)=O)c3ccccc23)[C@@H]1CCCO
18) O=C(CSc1ccc2ccccc2n1)N/N=C/c1ccc(O)cc1
19) Cc1cc2cc(CN(CCCN3CCOCC3)C(=O)NC3CCCCC3)c(=O)[nH]c2cc1C
20) COc1ccc(CN2C(=O)CCC2(C)c2nnnn2C2CCCCC2)cc1 (stereo not given)
21) O=C(Nc1nnc(-c2ccc3c(c2)CCCC3)o1)c1ccc(Cl)cc1Cl
22) COc1ccc(CCNC(=O)C(=O)NCc2ccccc2C)cc1OC
23) CCN1C(=NCc2cccc(Cl)c2)N[C@@H](c2cccc(F)c2)C(C(=O)OC)=C1C
24) CC(=O)NC(C)c1nc2ccccc2n1Cc1ccccc1F (stereo not given)
Assay by compound	17	18	19	20	21	22	23	24
Rpn11 inh	i	i	i	/	i	i	i	i
NadD block	1	-5	-3	/	36*	1	-7	2
Tb MetRS inh	-0.2	0.3	-0.8	-0.5	-0.5	-0.1	-0.1	-0.4
Scp-1 inhibitor	2	-10	-7	/	-9	-5	-4	-7
DNMT1 block	-3	2	2	/	3	1	3	3
LMPTP inh	0.2	-0.5	0.2	-0.8	1.6	-0.8	-0.1	-1.2
STEP inh	-2	-4	2	/	1	-1	3	1
CSN inh	4	10	3	3	5	7	0	-5
PABP1 MLLE inh	4	-6	8	/	4	-7	-7	-12
SUMO1 PPI mod	-1	-6	-6	-3	23	-1	0	-3

25) COc1ccc(-c2c(C#N)cnc(C)c2C)c(O)c1OC
26) O=c1c2c3c(sc2ncn1/N=C/c1ccncc1)CCCC3
27) CC(C)N(Cc1ccccc1)C(=S)NC1CCCCC1
28) Cc1ccc(/C=N\Nc2nc3ccc(Cl)cc3[nH]2)o1
29) CN(C)c1ccc(NC(=S)NC(=O)/C=C/c2ccco2)cc1
30) COC(=O)c1cccc(NC(=O)CSc2nnc(COc3ccccc3)n2C)c1
31) CC(C)NC(=O)c1ccc2c(c1)N(CC(=O)N1CCOCC1)C(=O)C(C)(C)O2
32) O=C(CCCC(=O)N(CC(=O)NC1CCCCC1)CC1CCCO1)Nc1ccccn1 (stereo not given)
Assay by compound	25	26	27	28	29	30	31	32
Rpn11 inh	i	i	i	i	i	i	i	i
NadD block	-4	0	-6	2	4	4	10	-1
Tb MetRS inh	0.0	-0.2	-1.3	0.2	-0.1	0.5	-0.9	-0.9
Scp-1 inhibitor	/	0	-11	-5	-9	-4	-11	-2
DNMT1 block	2	3	1	-9	-3	1	-2	-4
LMPTP inh	-2.3	0.3	1.1	2.2	2.7	-0.3	-1.5	1.4
STEP inh	-1	0	0	4	-2	2	-2	-3
CSN inh	-1	6	2	3	-1	0	4	3
PABP1 MLLE inh	-3	2	-144	-56	33	0	-4	-10
SUMO1 PPI mod	2	-18	3	-2	3	-1	3	-2

33) CC1CCCC(C)N1C(=O)COC(=O)COc1ccccc1C#N (stereo not given)
34) O=C1c2ccccc2C(O)(c2ccccc2)N1C1CC1 (stereo not given)
35) O=C(N1CCN(c2ccccn2)CC1)N1c2ccccc2Sc2ccccc21
36) O=C1CSC(c2ccccc2[N+](=O)[O-])N1c1ccc(O)cc1 (stereo not given)
37) CS(=O)(=O)Nc1cccc(-c2cn3c(n2)SCC3)c1
38) CCCCC(=O)Nc1nn(C)c2nc3c(C)cccc3cc12
39) CCCCN1C(=N)N([C@@H](CN2CCC[C@H]2CN2C(N)=NC[C@@H]2Cc2ccccc2)C(C)C)C[C@H]1Cc1ccccc1
40) O=C(Nc1ccc(C(=O)N2CCOCC2)cc1)C1CCC1
Assay by compound	33	34	35	36	37	38	39	40
Rpn11 inh	i	i	i	i	i	i	i	i
NadD block	-5	-3	7	0	1	-1	-4	-3
Tb MetRS inh	0.2	1.5	-0.2	0.7	-0.7	-0.1	-0.2	-0.8
Scp-1 inhibitor	-5	-2	1	-6	0	1	-2	-4
DNMT1 block	6	0	-3	0	-3	5	7	-1
LMPTP inh	-1.6	-1.9	5.3	-0.5	-0.5	-1.5	4.8	-0.9
STEP inh	-3	7	4	-1	-3	5	-4	-2
CSN inh	6	-3	-2	0	1	-5	7	1
PABP1 MLLE inh	0	10	3	20	-3	16	2	12
SUMO1 PPI mod	-6	2	-1	-6	-1	0	-40	5

41) Cc1cc(N/N=C/c2ccccc2)nc(N2CCOCC2)n1
42) O=C(O)CC1(CC(=O)NCc2ccc(Cl)cc2)CCCCC1
43) CCCCNC(=O)C1(C)CCCCN1C(=O)c1ccc2ccccc2n1 (stereo not given)
44) O=C(CSc1nc2ncc(Cl)cc2[nH]1)Nc1cccc(F)c1
45) O=C(c1ccccc1)c1ccccc1C(=O)N1CCN(Cc2ccccc2F)CC1
46) CCC(=O)N/N=C(\C)CC(=O)Nc1ccc(Cl)cc1
47) Cn1nnnc1SCc1csc(C2C(C#N)=C(N)OC3=C2C(=O)CCC3)c1 (stereo not given)
48) COc1cc(/C=C\C(=O)OCn2nnc3ccccc3c2=O)cc(OC)c1OC
Assay by compound	41	42	43	44	45	46	47	48
Rpn11 inh	i	i	i	i	i	i	i	i
NadD block	-5	-7	0	2	-2	4	-5	1
Tb MetRS inh	0.7	-0.1	0.5	21*	-0.4	-0.1	0.5	-1.2
Scp-1 inhibitor	-7	-17	/	6	-5	-5	1	-1
DNMT1 block	-3	1	3	1	1	-1	-4	-3
LMPTP inh	1.0	-0.9	-0.2	1.3	-2.8	-0.8	-0.5	0.4
STEP inh	0	-2	-2	-1	2	-1	-3	3
CSN inh	1	1	-7	3	-7	-11	3	8
PABP1 MLLE inh	-15	-11	8	-86	9	4	14	-9
SUMO1 PPI mod	-3	-7	-1	-2	3	3	8	-20

In the list so far, 6 have an aryl methoxy group:
1) COc1ccc(O)c(-c2[nH]ncc2C(=O)c2ccccc2)c1
5) COc1cc(Cl)ccc1OC1(C)CCN(Cc2ccc(SC)cc2)C1 (stereo not given)
20) COc1ccc(CN2C(=O)CCC2(C)c2nnnn2C2CCCCC2)cc1 (stereo not given)
22) COc1ccc(CCNC(=O)C(=O)NCc2ccccc2C)cc1OC
25) COc1ccc(-c2c(C#N)cnc(C)c2C)c(O)c1OC
48) COc1cc(/C=C\C(=O)OCn2nnc3ccccc3c2=O)cc(OC)c1OC
Assay by compound	1	5	20	22	25	48
Rpn11 inh	i	i	/	i	i	i
NadD block	0	-6	/	1	-4	1
Tb MetRS inh	0.2	-0.2	-0.5	-0.1	0.0	-1.2
Scp-1 inhibitor	-3	/	/	-5	/	-1
DNMT1 block	-1	4	/	1	2	-3
LMPTP inh	0.6	-0.1	-0.8	-0.8	-2.3	0.4
STEP inh	1	2	/	-1	-1	3
CSN inh	7	1	3	7	-1	8
PABP1 MLLE inh	-8	7	/	-7	-3	-9
SUMO1 PPI mod	0	0	-3	-1	2	-20
